Screens deposited in PubChem BioAssay by The Scripps Research Institute Molecular Screening Center.
PLC-beta3 inh: blocks human PLC-beta3 enzyme activity; AID 720704; inhibition, % at 12.2 µM; 0.18% of 370,000 active; Purified PLC-beta3, fluorogenic substrate, fluorescence; Q01970; in the data active = inhibition above about 11%;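 also: 0% = median of compound wells on plate and 100% = full blocker control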
ASAP1 GAP inh: blocks human ASAP1-stimulated Arf1 GTP hydrolysis. inhibition, % at 16.5 µM. GDP FP detection. 0.19% of 360,000 active. Q9ULH1. AID 624377; in the data active = inhibition above about 25%;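 also: 0% = vehicle with enzyme and substrate and 100% = no enzyme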
Target sequence (Q9ULH1 325-724 limits assumed): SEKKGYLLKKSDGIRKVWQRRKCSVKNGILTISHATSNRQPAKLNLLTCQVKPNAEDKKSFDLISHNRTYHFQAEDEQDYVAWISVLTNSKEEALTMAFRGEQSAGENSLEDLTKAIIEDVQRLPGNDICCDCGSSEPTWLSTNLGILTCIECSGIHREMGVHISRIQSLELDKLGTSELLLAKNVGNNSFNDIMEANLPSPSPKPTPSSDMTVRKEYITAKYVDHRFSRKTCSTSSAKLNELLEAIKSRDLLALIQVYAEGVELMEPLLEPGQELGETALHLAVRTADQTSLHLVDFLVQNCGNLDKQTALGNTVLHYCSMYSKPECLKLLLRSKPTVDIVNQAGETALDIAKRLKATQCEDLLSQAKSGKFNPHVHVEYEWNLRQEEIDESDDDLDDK
ADAM17 inh: inhibitors of human ADAM17; P78536; recombinant ADAM17, EDANS/DABCYL FRET peptide cleavage; 0.83% of 370,000 active; inhibition, % at 6.95 µM;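 active = inhibition above the mean of compounds lying between control limits plus 3 SD, set per campaign, cut at about 8.5% in these data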;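 also: 0% = DMSO-only wells as the low control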
TDP2 absorb: blocks human TDP2 phosphodiesterase activity; inhibition, % at 12.8 µM; O95551; recombinant TDP2, T5PNP hydrolysis, p-nitrophenol absorbance 415 nm; 0.34% of 370,000 active;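 active = inhibition above the mean of all tested compounds plus 3 SD, set per campaign, cut at about 25% in these data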;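 also: 0% = DMSO with enzyme and 100% = buffer with substrate but no TDP2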
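Incubation: 2 h at 37 °C; Test system: recombinant human TDP2; Quantity: enzyme 120 nM; Read-out basis: percent inhibition; Medium: 50 mM Tris-HCl pH 7.5 with Mg2+, KCl, DTT, BSA; Repeats: single replicate; Compound: 12.8 µM single point, 1% DMSO; Signal: epi absorbance; Reagent: 5 mM T5PNP chromogenic substrate; Benchmarks: no-enzyme high, DMSO-plus-enzyme low.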
ARFGAP1 inh: inhibitors of rat ARFGAP1; Q62848; AID 651572; inhibition, % at 16.5 µM; 0.26% of 360,000 active; Arfgap1-stimulated ARF1 GTP hydrolysis, GDP FP detection;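 active = inhibition above a per-plate limit, mean inhibition of low control wells plus 3 SD, cut at about 25% in these data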;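 also: 0% = DMSO wells with enzyme and 100% = wells lacking Arfgap1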
Target sequence (Q62848 1-136 limits assumed): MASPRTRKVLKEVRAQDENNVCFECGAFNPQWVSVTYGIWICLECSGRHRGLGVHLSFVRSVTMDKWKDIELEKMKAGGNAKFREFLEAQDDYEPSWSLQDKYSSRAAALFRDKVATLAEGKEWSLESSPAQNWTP
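Replicates: Single well per compound | Assay system: Truncated rat Arfgap1 GAP domain | Control set: No-Arfgap1 wells (100%) versus DMSO full-reaction wells (0%) | Times: Enzyme reaction 120 min at 25 °C after 20 min preincubation | Reagent: Human ARF1(Δ1-17)-GTP substrate | Measured by: Tracer-displacement fluorescence polarization with EDTA stop, 620/688 nm | Measure: Percent inhibition of Arfgap1-stimulated GTP hydrolysis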
SIAE inh: inhibitors of human sialic acid acetylesterase SIAE | Q9HAT2 | SIAE FP-Rh probe binding, fluorescence polarization | inhibition, % at 9.66 µM | 0.69% of 370,000 active | AID 1053197;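 active = inhibition above a cutoff: mean of compounds within the control limits plus 3 SD of those, cut at about 17% in these data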;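 also: 0% = plate median of compound wells and 100% = probe without SIAE protein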
Target sequence (Q9HAT2 whole entry, looked up): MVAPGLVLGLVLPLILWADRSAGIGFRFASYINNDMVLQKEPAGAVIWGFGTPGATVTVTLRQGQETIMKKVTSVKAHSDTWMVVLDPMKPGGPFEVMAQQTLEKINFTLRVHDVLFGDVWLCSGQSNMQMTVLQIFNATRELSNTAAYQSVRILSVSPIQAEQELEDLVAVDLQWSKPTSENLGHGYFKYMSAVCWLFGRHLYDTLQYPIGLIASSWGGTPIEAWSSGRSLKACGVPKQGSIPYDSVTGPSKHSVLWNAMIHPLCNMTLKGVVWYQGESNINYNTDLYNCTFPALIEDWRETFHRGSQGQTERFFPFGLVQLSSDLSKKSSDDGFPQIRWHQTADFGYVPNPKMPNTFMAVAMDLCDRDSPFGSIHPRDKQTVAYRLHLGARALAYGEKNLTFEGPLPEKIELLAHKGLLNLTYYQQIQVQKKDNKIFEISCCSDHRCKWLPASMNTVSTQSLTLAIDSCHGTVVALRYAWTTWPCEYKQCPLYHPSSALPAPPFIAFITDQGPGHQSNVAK
ADAM10 inh: inhibitors of human ADAM10 | O14672 | recombinant ADAM10, EDANS/DABCYL FRET peptide cleavage, 3 h | inhibition, % at 7 µM | 0.62% of 370,000 active;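 active = inhibition above a per-campaign cutoff equal to the mean of compounds falling between control-based bounds plus 3 SD, cut at about 20% in these data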;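 also: 0% = DMSO wells while the 100% control is not disclosed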
Tn7 DDE FP: disrupts Tn7 cyclic peptide binding to fibrin D-Dimer-E complex. AID 720508. FP displacement of FITC-Tn7 peptide from fibrin DD(E); 0% = median of compound wells per plate. P02675. 0.13% of 370,000 active. inhibition, % at 8.3 µM;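 active = inhibition above the mean of compounds falling within the control limits plus 3 SD of them, cut at about 14% in these data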;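 also: 0% = plate median of compound wells and 100% = 10 µM Aha-Tn7 peptide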
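System: human fibrin DD(E); quantity: Fibrin-DD(E) at 2 µM final; also added: fluorescent Tn7 probe at 0.1 µM; compound dosing: single nominal test concentration of 8.3 µM per compound; schedule: 10 min preincubation, 3 h with tracer, room temperature; detection: fluorescence polarization of the labelled Tn7 tracer; repeats: one replicate per compound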
Tn6 DDE FP: inhibitors of Tn6 peptide binding to human fibrin DD(E) | Fibrin DD(E) TRITC-Tn6 fluorescence polarization displacement | 0.21% of 370,000 active | inhibition, % at 8.3 µM;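 active = inhibition above a per-campaign cutoff: mean of compounds within control limits plus 3 SD, cut at about 15% in these data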;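 also: 0% = median of all compound wells on the plate and 100% = blocking peptide control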
PLC-gamma1 inh: blocks human PLC-gamma1 enzyme activity; P19174; purified PLC-gamma1, fluorogenic substrate, fluorescence; inhibition, % at 12.2 µM; 0.84% of 370,000 active; AID 720700; in the data active = inhibition above about 9.5%
The depositor's hits bear a star; i = inactive.

SMILES	PLC-beta3 inh	ASAP1 GAP inh	ADAM17 inh	TDP2 absorb	ARFGAP1 inh	SIAE inh	ADAM10 inh	Tn7 DDE FP	Tn6 DDE FP	PLC-gamma1 inh
O=C(COC(=O)c1ccc(S(=O)(=O)NCc2ccco2)cc1)Nc1ccccc1	-1	-6	2	2	-1	-13	10	-11	-2	1
CC(C)Nc1nc(Nc2ccc(Cl)cc2F)c2sccc2n1	-11	-12	-7	1	0	0	-25	1	-8	-2
CCOc1ccc(C(=O)C(C)=O)c(OCC)c1	-1	-4	-7	6	-6	-1	-8	9	6	-1
O=c1cc(O)c(-c2ccccc2Cl)c(Cl)[nH]1	-4	9	-4	10	13	-5	0	-3	-2	3
Cc1ccc(-n2nc(CC#N)c(C#N)c2N)cc1	-2	2	3	0	4	5	-4	2	3	0
CC1(c2ccc(Cl)cc2)NC(=O)N(CC(=O)N2CCN(S(=O)(=O)c3ccccc3)CC2)C1=O (stereo not drawn)	-6	1	-1	-1	7	1	-4	7	-7	-3
O=C(Nc1ccc(N2CCOCC2)cc1)C1CCN(S(=O)(=O)c2ccc3c(c2)OCCO3)CC1	-9	11	-6	2	0	-3	-2	8	-2	-2
CC(C)Oc1ccc(CNC(=O)c2cc(S(=O)(=O)N3CCOCC3)cn2C)cc1	-9	-6	-4	-12	-10	3	-3	-3	0	2
COc1cc(C2Nc3ccccc3NC3=C2C(=O)CC(C)(C)C3)cc(OC)c1OC (stereo not drawn)	-17	2	2	-5	0	5	9	-4	4	-10
COc1cc2ncnc(NCc3ccc(C)o3)c2cc1OC	1	4	-4	1	-2	-2	-1	5	2	-2
O=C(NCc1ccncc1)c1ccc2nc([C@@H]3O[C@H](CO)[C@H](O)[C@H](O)[C@H]3O)[nH]c2c1	7	-3	4	-8	-7	4	-2	-7	-1	5
CCN(CC)S(=O)(=O)c1ccc(/C=C/C(=O)OCC(=O)N(C(C)C)C(C)C)cc1	-3	-1	-4	12	-2	0	10	-5	-6	3
CCOC(=O)C1=CC[C@@H](c2cc3ccc(OC)cc3n2C)N(S(=O)(=O)c2ccc(C)cc2)[C@H]1C(=O)OCC	1	4	-5	0	6	7	1	-3	-2	-2
CN(/N=C/c1ccc([N+](=O)[O-])o1)c1ccccc1	4	1	3	-1	12	1	3	-7	-3	1
CCN1C(=O)[C@H]2[C@@H](c3ccc(-c4ccc5c(c4)OCO5)cc3)N[C@@](Cc3ccccc3)(C(=O)OC)[C@H]2C1=O	-8	15	-7	10	12	-3	-13	6	2	-8
O=C(CNC(=O)c1ccc(S(=O)(=O)N2CCCC2)cc1)N/N=C/c1ccccc1	1	1	1	-1	9	2	10	-8	8	-1
Cc1cc(Br)ccc1SCC(=O)NNC(=O)c1ccco1	-10	-2	-2	1	2	5	0	-3	-2	-1
O=C(OCC(=O)N1CCCCCC1)c1ccc(Cl)nc1	-5	3	-3	-3	7	-2	3	-11	-2	3
COc1ccc(S(=O)(=O)N(CC(=O)NC2CC2)c2ccc(C)cc2)cc1OC	4	10	2	-13	9	-4	6	-6	1	3
CC(C)=CCCC(C)c1cc(C(=O)NCCc2ccc(O)cc2)c(N)s1 (stereo not drawn)	-8	1	-2	13	0	6	-7	-1	-11	-2
Cc1cccc(-c2cc(=O)c(C(=O)O)cn2-c2ccc(F)cc2F)c1	2	6	-3	1	-2	6	-4	6	3	-1
NC(=O)C1Cc2ccccc2CN1C(=O)c1cc(C2CC2)nn1-c1ccccc1 (stereo not drawn)	-8	-1	-4	-1	-13	7	-14	-1	-3	-2
Cc1[nH]c(C)c(S(=O)(=O)Nc2ccc(F)cc2Cl)c1C(=O)N1CCCC1	-3	-3	-1	-4	13	-3	5	-4	0	1
Cc1cc(C)nc(NC2=NCC(=O)N2c2ccccc2)n1	3	-2	-3	0	-5	9	-2	3	-2	-1
Cc1ccccc1NC(=S)NCCc1ccccn1	0	-9	-3	-3	4	1	-16	-4	2	0
O=C(N=C1SC2CS(=O)(=O)CC2N1c1ccc(Br)cc1Cl)C1CC1 (stereo not drawn)	-7	7	-3	-23	13	-2	-1	-2	-4	2
O=C(O)CC(CC(=O)Nc1ccc(C(=O)O)cc1)c1ccccc1 (stereo not drawn)	-3	14	-1	-12	-9	0	5	-14	-4	9
CS(=O)(=O)c1ccc2nnn(OCC(=O)Nc3ccc(Br)cc3Br)c2c1	0	1	1	-9	19	1	9	-1	2	0
COc1cc(OC)c(OC)cc1/C=N/Nc1ncnc2c1[nH]c1ccc(C)cc12	-19	12	-10	-7	1	7	-15	3	-5	-8
COc1ccc(OC)c(NC(=O)CCN2CCN(Cc3ccccc3)CC2)c1	1	-7	-2	-1	14	1	-2	-2	-2	-1
Cc1ccccc1C(=O)Nc1c(C(=O)N2CCN(C)CC2)cnn1-c1ccccc1	-2	-11	-1	-13	8	-3	-8	-9	-9	2
C/C(=N/NC(=O)c1ccc(C)s1)c1ccncc1	-10	-6	-115	-18	1	-6	21*	-1	-2	-2
COc1ccc(Cc2nnc(NC(=O)c3cccs3)s2)cc1OC	-6	7	-1	3	-7	0	2	-2	-1	-1
CCCCOc1ccc(N(CC(=O)NC2CCCC2)C(=O)CCC(=O)Nc2ccccn2)cc1	0	9	-3	-2	0	2	-2	-2	1	0
Cc1c(C(=O)N2CCCC2)sc(NC(=O)c2ccc(Cl)cc2)c1C#N	-1	0	-1	-2	13	-2	1	4	-3	-4
COc1cc(/C=C/CO)ccc1O[C@@H]1O[C@H](CO)[C@@H](O)[C@H](O)[C@H]1O	1	2	-4	3	5	-1	-13	10	-7	0
COC(=O)CCCN=C1SCCN1Cc1ccccc1	-7	-3	2	-18	-2	-9	2	-8	4	4
COc1ccc(CCN2C(=O)/C(=C\c3ccco3)SC2=S)cc1OC	-4	0	-3	-10	-3	1	9	2	-9	2
CCN(C(=O)CSc1nnc(SC)s1)c1c(N)n(Cc2ccccc2)c(=O)[nH]c1=O	-7	-4	2	-9	-10	-1	-12	-4	-4	2
C=CCNC(=O)C(=O)N/N=C/c1ccco1	3	3	0	4	-4	2	2	4	6	-3
OC[C@@H]1CN(Cc2ccc(-c3ccccc3)cc2)C[C@H](n2cnc3c(NCc4ccco4)ncnc32)O1	4	13	5	2	-7	-10	7	3	4	0
CCN(CC)C(=O)Cn1cc(S(=O)(=O)CC(=O)Nc2cccc(NC(C)=O)c2)c2ccccc21	5	-1	2	-11	7	-4	2	-7	-7	8
OC1CCC2CN3CCc4c([nH]c5ccccc45)C3CC2C1 (stereo not drawn)	-72	-4	-13	1	7	4	-59	5	7	-54
O=C(O)CCC(=O)Nc1sc2c(c1C(=O)Nc1ccccc1)CCCCC2	-16	-4	-4	2	13	-3	-10	2	6	-13
CCOc1ccccc1C1CC(=O)Nc2cc3c(cc21)OCCO3 (stereo not drawn)	0	12	-2	-1	-2	2	1	-1	-9	1

Retrieved by compound from the list above, three records:
SMILES	PLC-beta3 inh	ASAP1 GAP inh	ADAM17 inh	TDP2 absorb	ARFGAP1 inh	SIAE inh	ADAM10 inh	Tn7 DDE FP	Tn6 DDE FP	PLC-gamma1 inh
Cc1c(C(=O)N2CCCC2)sc(NC(=O)c2ccc(Cl)cc2)c1C#N	-1	0	-1	-2	13	-2	1	4	-3	-4
O=C(O)CCC(=O)Nc1sc2c(c1C(=O)Nc1ccccc1)CCCCC2	-16	-4	-4	2	13	-3	-10	2	6	-13
Cc1ccccc1C(=O)Nc1c(C(=O)N2CCN(C)CC2)cnn1-c1ccccc1	-2	-11	-1	-13	8	-3	-8	-9	-9	2

(continued)
SMILES	PLC-beta3 inh	ASAP1 GAP inh	ADAM17 inh	TDP2 absorb	ARFGAP1 inh	SIAE inh	ADAM10 inh	Tn7 DDE FP	Tn6 DDE FP	PLC-gamma1 inh
Cc1cnc(C(=O)OCC(=O)N2c3ccccc3CC2C)cn1 (stereo not drawn)	-3	-6	-5	-4	2	6	-1	2	2	0
COc1ccc(CN2C(=O)NC3(CCOc4ccccc43)C2=O)cc1F (stereo not drawn)	1	-12	0	11	-2	2	-5	-3	-4	-2
CCOC(=O)C1CCCN(C(=O)c2ccc(Cl)c(S(=O)(=O)N3CCCCC3)c2)C1 (stereo not drawn)	7	3	1	-9	1	-4	2	-3	-8	3
COc1ccc(OC)c(NC(=O)C2CCN(S(C)(=O)=O)CC2)c1	1	-9	1	-9	12	2	-12	-6	-4	1
CC(C)N1C(=O)C(O)(C2COC(C)(C)CC2=O)c2ccccc21 (stereo not drawn)	3	3	0	7	-2	-1	1	-7	5	1
Cc1ccc(CCNC(=O)C2CCCN(S(=O)(=O)c3cnc[nH]3)C2)cc1 (stereo not drawn)	-1	0	-2	-9	4	-2	-10	3	-6	1
O=C(OCCN1CCOCC1)c1cccc(F)c1	-4	8	-4	10	1	1	2	0	3	1
CCCCNC(=O)CCn1nc(-c2ccc(Cl)cc2)c2ccccc2c1=O	-8	10	-1	17	-1	-2	3	-1	-1	3
COc1ccc(C(=O)OC/C(O)=C(\C#N)c2nc3ccccc3[nH]2)cc1S(=O)(=O)N1CCOCC1	-18	8	-5	-3	15	-6	-1	0	-5	-14
S=c1[nH]nc(-c2cccs2)n1/N=C/c1cn(-c2ccccc2)nc1-c1ccccc1	-7	3	-5	2	6	-15	7	1	4	-1
CC1(C)CC(=O)C=C(Nc2cc(-c3ccccc3)[nH]n2)C1	-16	3	-6	-2	-12	-2	-27	-1	-3	-10
Cn1c(=O)c2c(nc(Oc3cccc(O)c3)n2C)n(C)c1=O	-6	-9	-1	-13	2	1	2	2	1	-1
CC(C)OC(=O)CC(NC(=O)OC(C)(C)C)c1ccccc1 (stereo not drawn)	3	-16	0	1	-3	1	-2	4	5	2
COc1ccc(C(CNC(=O)c2oc3cc(Br)ccc3c2C)N2CCCCC2)cc1 (stereo not drawn)	-10	-3	-3	6	15	-1	-1	-2	-4	-3
Cc1ccc(S(=O)(=O)N(C)c2ccccc2C(=O)N2CCOCC2)cc1	-2	-12	-4	5	0	-5	-3	1	13	1
N#Cc1ccccc1Cn1c(=O)n(CCCC(=O)NCc2ccc3c(c2)OCO3)c(=O)c2ccccc21	-3	-9	-5	3	1	-12	-15	4	3	-3
O=[N+]([O-])c1cc(CN2CCCCCC2)ccc1O	-4	-5	-2	7	-1	3	2	9	1	1
N=c1c(C(=O)NCCc2ccccc2)cc2c(=O)n3ccccc3nc2n1Cc1ccco1	i	2	-473	-11	-14	-4	i	-9	-6	i
CCc1ccccc1NC(=O)c1cc(C)no1	0	-6	-2	5	10	-5	3	1	1	1
COc1ccc(NC(=O)c2coc(C)c2)cc1	-5	3	-4	-4	2	19*	-3	-2	1	-1
